ANO1 activ – TMEM16A chloride channel activators or potentiators, primary screen, cell-based, HTS; AID 623877, 2012; HEK293 TMEM16A/YFP-H148Q/I152L, iodide quench fluorescence; hits give low values; Anoctamin-1 (Mus musculus), Q8BHY3; B-score at 10 µM; 340,000 compounds, 0.3% hits;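 active means fluorescence-ratio B-score plate-corrected deviation score at least 3 library SD below zero, with starting fluorescence score within 5 deviations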;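 further: channel opened by trigger with iodide after compound preincubation; score built on the fluorescence ratio of max minus min over baseline; more negative score means more quench and so TMEM16A activation or potentiation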
KCNQ1 pot – potentiators or activators of KCNQ1 channel, primary screen, cell-based, thallium flux, high-throughput | B-score at 10 µM | 310,000 compounds, 0.35% hits | Potassium voltage-gated channel subfamily KQT member 1 (Homo sapiens), P51787 | CHO-K1 KCNQ1, thallium flux FluxOR fluorescence; hits give high values;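 active means fluorescence ratio B-score, a plate-corrected score, at least three library SD, with initial intensity B-score within 5 SD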
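Assay system: CHO-K1 cells stably expressing KCNQ1. Medium: assay buffer for compound exposure, DMSO matched across wells. Timing: 37 °C overnight plating, 90-min dark dye load, 20-min compound pretreatment. Signal: kinetic FluxOR fluorescence, 10 s baseline plus 110 s post-stimulus.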
MrgX1 PAM – positive allosteric modulators of MrgX1, primary screen, HEK293 cells, Fluo-4 calcium flux. Mas-related G-protein coupled receptor member X1 (Homo sapiens), Q96LB2. FDSS; hits give high values. B-score at 10 µM. 310,000 compounds, 0.63% hits. AID 588675, 2011;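 active means plate-corrected calcium response at least 3 library SD above typical, normal starting fluorescence, not activating the receptor alone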;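 further: compound read alongside a low EC10 to EC30 dose of BAM8-22 agonist; peak minus trough fluorescence over baseline measured at the second addition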
TMEM16A inh – TMEM16A chloride channel inhibitors, primary screen, cell-based, HTS | 310,000 compounds, 1.2% hits | AID 588511, 2011 | HEK293 TMEM16A/YFP iodide influx fluorescence, ionomycin | Anoctamin-1 (Mus musculus), Q8BHY3 | normalized B-score (activity score, 25-100; higher = stronger inhibition) at 10 µM;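 active means ratio plate-corrected score three or more library SD toward inhibition, starting fluorescence score within five deviations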;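 further: score derived from kinetic fluorescence span divided by baseline fluorescence per well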
MrgX1 ag – agonists of human MrgX1 receptor, primary screen, HEK293 cells, Fluo-4 calcium flux; Fluo-4 calcium fluorescence, agonist mode; hits give high values; B-score at 10 µM; 310,000 compounds, 0.44% hits;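 active means calcium response B-score plate-corrected fluorescence ratio at least 3 library SD, with starting fluorescence B-score inside 5 SD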
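Test system: HEK293 cells stably expressing human MrgX1 receptor; Input: fifteen thousand cells per well; Dosing: compound delivered in addition one of three; Schedule: overnight seeding, then 1 h dark dye loading; Technique: Fluo-4 NW calcium fluorescence; Measure: B-scored fluorescence response ratio; Controls: positive and negative controls per plate.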
KCNK9 block – KCNK9 potassium channel inhibitors, primary screen, HEK293 cells, thallium flux; AID 488922, 2010; FluxOR thallium flux fluorescence; hits give low values; B-score at 10 µM; 310,000 compounds, 1.2% hits;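 active means ratio B-score over 3 SD below the library mean, with starting fluorescence within 5 SD of its mean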;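 further: negative B-score means less thallium flux so channel inhibition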
RGS4 pot – RGS4 potentiators or activators, primary screen, cell-based, HEK293 M3R inducible RGS4, calcium flux; carbachol calcium flux Fluo4; hits give low values; B-score at 10 µM; 310,000 compounds, 0.92% hits;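 active means B-score of the integrated calcium signal more than 4 SD below the library mean, with starting fluorescence not abnormally high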;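 further: negative B-score means reduced calcium response which marks RGS4 activation or potentiation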
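Reagent: ECmax carbachol challenge; Test system: M3R-expressing HEK293 line, RGS4 induced by doxycycline; Schedule: overnight RGS4 induction, 30 min dye load 37 °C, 20 min compound RT; Detection: calcium dye Fluo4 fluorescence; Read-out: Agonist-evoked peak-minus-minimum fluorescence over baseline, integrated ratio, B score.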
hERG protect – hERG rescue from dofetilide block, primary screen, cell-based, CHO-hERG, FluxOR thallium flux, dofetilide IC70; Voltage-gated inwardly rectifying potassium channel KCNH2 (Homo sapiens), Q12809; dofetilide IC70 present; activation (rescue from dofetilide block), less the hit threshold, % at 10 µM; 310,000 compounds, 0.51% hits;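 active means activation above the mean of controls blocked by dofetilide plus 5 SD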;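 further: thallium influx through hERG after potassium depolarization seen as dye fluorescence rise; in these data hits start at about 4.7%; inactives centre near -7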
Target sequence (Q12809 whole entry, looked up): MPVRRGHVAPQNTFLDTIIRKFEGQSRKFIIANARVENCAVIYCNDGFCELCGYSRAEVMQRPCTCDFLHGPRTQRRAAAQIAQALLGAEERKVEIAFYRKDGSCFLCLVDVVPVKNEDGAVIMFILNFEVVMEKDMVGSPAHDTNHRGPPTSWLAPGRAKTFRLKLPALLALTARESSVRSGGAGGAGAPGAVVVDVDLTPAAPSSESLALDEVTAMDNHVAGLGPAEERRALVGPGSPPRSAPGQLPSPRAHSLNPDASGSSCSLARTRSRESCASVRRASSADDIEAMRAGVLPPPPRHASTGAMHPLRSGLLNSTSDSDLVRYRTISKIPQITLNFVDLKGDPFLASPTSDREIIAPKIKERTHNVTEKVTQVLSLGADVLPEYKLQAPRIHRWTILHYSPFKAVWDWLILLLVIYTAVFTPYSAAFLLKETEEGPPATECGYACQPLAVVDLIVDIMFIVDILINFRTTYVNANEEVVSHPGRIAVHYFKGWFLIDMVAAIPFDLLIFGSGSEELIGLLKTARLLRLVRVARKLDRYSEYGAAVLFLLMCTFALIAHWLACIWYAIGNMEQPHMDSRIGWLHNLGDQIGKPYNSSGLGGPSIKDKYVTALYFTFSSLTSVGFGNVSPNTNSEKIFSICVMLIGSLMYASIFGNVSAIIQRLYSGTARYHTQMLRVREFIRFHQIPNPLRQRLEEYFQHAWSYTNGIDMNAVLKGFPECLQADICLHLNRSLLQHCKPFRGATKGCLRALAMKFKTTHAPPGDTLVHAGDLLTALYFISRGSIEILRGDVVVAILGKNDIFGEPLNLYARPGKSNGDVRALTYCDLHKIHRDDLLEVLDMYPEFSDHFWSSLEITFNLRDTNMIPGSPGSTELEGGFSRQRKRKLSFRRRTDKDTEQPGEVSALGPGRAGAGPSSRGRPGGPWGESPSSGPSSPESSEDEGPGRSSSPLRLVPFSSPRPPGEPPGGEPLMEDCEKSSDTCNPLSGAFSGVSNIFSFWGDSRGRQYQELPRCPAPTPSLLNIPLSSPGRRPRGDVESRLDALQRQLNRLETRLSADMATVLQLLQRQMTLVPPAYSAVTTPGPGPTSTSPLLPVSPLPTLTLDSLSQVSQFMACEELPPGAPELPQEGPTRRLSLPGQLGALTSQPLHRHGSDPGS
KCNK3 block – human KCNK3 channel inhibitors, primary screen, CHO cells, FluxOR thallium flux, B-score; Potassium channel subfamily K member 3 (Homo sapiens), O14649; FluxOR fluorescence; hits give low values; B-score at 10 µM; 340,000 compounds, 0.84% hits; AID 602410, 2012;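 active means B-score under library mean minus 4 SD, starting fluorescence ratio at most library mean plus 5 SD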;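 further: more negative B-score means stronger inhibition of thallium flux through KCNK3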
KCNQ1 block – inhibitors of human KCNQ1 channel, primary screen, cell-based, thallium flux, high-throughput | B-score at 10 µM | 310,000 compounds, 1.3% hits | CHO-K1 KCNQ1, FluxOR thallium flux fluorescence; hits give high values | Potassium voltage-gated channel subfamily KQT member 1 (Homo sapiens), P51787;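 active means compounds whose thallium flux B-score, printed positive for inhibition, exceeds three library SD while starting fluorescence stays within three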;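 further: channel opened by potassium depolarization with thallium stimulus after 20 min compound exposure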
RGS4 block – RGS4 inhibitors, primary screen, cell-based, HEK293 M3R inducible RGS4, calcium flux. Regulator of G-protein signaling 4 (Homo sapiens), P49798. Fluo-4 calcium flux; hits give high values; triggered by carbachol at its EC20. B-score at 10 µM. 310,000 compounds, 0.45% hits;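 active means B-score, a plate-corrected calcium signal, over three deviations above library mean, with baseline fluorescence within five deviations of library mean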;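 further: RGS4 expression induced by doxycycline in cells with stable M3 receptor; B-score is computed from the integrated fluorescence ratio over baseline after carbachol; higher B-score means a larger calcium signal and so more RGS4 inhibition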
Active calls of the source: *; i = inactive; . = not tested or not shown.

SMILES	ANO1 activ	KCNQ1 pot	MrgX1 PAM	TMEM16A inh	MrgX1 ag	KCNK9 block	RGS4 pot	hERG protect	KCNK3 block	KCNQ1 block	RGS4 block
CC(C)CN(C(=O)CN1CCN(S(=O)(=O)c2ccccc2)CC1)c1c(N)n(CC(C)C)c(=O)[nH]c1=O	i	i	i	i	i	i	i	-10.0	i	i	i
O=C(CCSc1nc2ccccc2s1)N/N=C/c1c(O)ccc2ccccc12	i	i	i	i	i	i	i	-11.3	i	i	i
CCOc1ccc(-n2ccnc(SCC(=O)NC3CCCC3)c2=O)cc1	i	i	i	i	i	i	i	-5.1	i	i	i
O=c1cc(CO)oc(C(Nc2ccccn2)c2ccc(F)cc2)c1O (centres undefined)	i	i	i	i	i	i	i	-5.3	i	i	i
CC(C)(Cc1cccc(CC(C)(C)C(=O)O)c1)C(=O)O	i	i	i	i	i	i	i	-2.0	i	i	i
CC(Oc1ccc2c3c(c(=O)oc2c1)CCC3)C(=O)NC1CCN(Cc2ccccc2)CC1 (centres undefined)	i	i	i	i	i	i	i	-3.2	i	i	i
Cn1c(N)c(C(=O)COC(=O)c2cc(-c3ccco3)nc3ccccc23)c(=O)n(C)c1=O	i	i	.	.	.	i	i	-10.8	i	i	i
Cc1cccc2nc3ccccc3nc12	i	i	9.32*	i	i	i	i	-7.2	i	i	i
CCOC(=O)c1ccc(NC(=O)CCC(=O)OC)cc1	i	i	i	i	i	i	i	-12.6	i	i	i
Cc1cc(NC(=O)/C=C/c2ccccc2)c(C(C)C)cc1O	i	i	i	i	i	i	i	-7.9	i	i	i
CC1CCCCC1NC(=O)CCN1C(=O)C2C3C=CC(C3)C2C1=O (centres undefined)	i	i	i	i	i	i	i	-3.6	i	i	i
O=C(CN1CCCN(Cc2ccc(F)cc2Cl)C1=O)NCc1ccccc1	i	i	i	i	i	i	i	-8.6	i	i	i
Cn1c(=O)c(C#N)c(-c2ccc(F)cc2)c2cc(C(=O)c3cc(Cl)cc(Cl)c3O)cnc21	i	i	i	100*	i	i	i	-15.5	i	11*	i
CCc1nnc(NC(=O)c2ccc(S(C)(=O)=O)cc2)s1	i	i	i	i	i	i	i	-7.9	i	i	i
CCc1sc(C(=O)N2CCN(c3ncccn3)CC2)cc1Br	i	i	i	i	i	i	i	-10.7	i	i	i
Cc1[nH]n(C(N)=S)c(=O)c1N=Nc1cccc(C(F)(F)F)c1	i	i	i	i	i	i	i	-4.7	i	i	i
CCOC(=O)c1ccc(N2CN(CCc3ccccc3)CNC2=S)cc1	i	i	i	i	i	i	i	-8.1	i	i	i
Cc1cccc(OCc2nnc(SCC(=O)Nc3cc(C)on3)n2C)c1	i	i	i	i	i	i	i	-2.0	i	i	i
O=C(c1ccc([N+](=O)[O-])s1)N1CCc2ccccc2C1	i	i	i	i	i	i	i	-2.5	i	i	i
COc1ccc(C2CC(c3ccc(F)cc3)n3nc(NC(=O)c4ccco4)nc3N2)cc1 (centres undefined)	i	i	i	i	i	i	i	-5.7	i	i	i
O=C(COc1ccccc1-c1ccccc1)N/N=C/c1ccc2ccccc2c1	i	i	i	i	i	i	i	-6.5	i	i	i
O=C(OCCCOC(=O)c1ccc([N+](=O)[O-])o1)c1ccc([N+](=O)[O-])o1	i	i	i	i	i	i	i	-16.8	i	i	i
Cc1cccc(N2CCC(N3CCN(C4CCCCC4)C(CCO)C3)CC2)c1C (centres undefined)	i	i	i	i	i	i	i	-12.1	i	i	i
COc1ccc(/C=C2\SC(=S)N(CCCC(=O)N3CCN(C)CC3)C2=O)cc1	i	i	i	i	i	i	i	-17.8	i	i	i
COc1ccc(NC(=O)CN(c2ccc([N+](=O)[O-])cc2)S(=O)(=O)c2ccccc2)cc1	i	i	i	i	i	i	i	-7.4	i	i	i
Cc1ccccc1NC(=O)CCN1C(=O)CSC1=O	i	i	i	i	i	i	i	-9.6	i	i	i
CC(=O)Nc1cccc(OCCCNS(=O)(=O)c2ccc(C#N)cc2)c1	i	i	i	i	i	i	i	-8.4	i	i	i
CCOC(=O)c1c(C)[nH]c(C(=O)OCC(=O)Nc2cc(Cl)ccc2OC)c1C	i	i	i	i	i	i	i	-5.5	i	i	i
COc1cccc(C2C(C(=O)OCc3ccccc3)=C(C)Nc3ncnn32)c1OC (centres undefined)	i	i	i	i	i	i	i	-5.8	i	i	i
CC(C)(C)n1cc(S(=O)(=O)c2ccccc2)[nH]c1=O	i	i	i	i	i	i	i	-8.7	i	i	i
CN(C(=O)c1cccc([N+](=O)[O-])c1)c1ccccc1C(=O)NCc1ccccc1	i	i	i	i	i	i	i	-14.4	i	i	i
CC1CCCCN1C(=O)c1ccc(NC(=O)c2ccccc2Cl)cc1 (centres undefined)	i	i	i	i	i	i	i	-22.6	i	i	i
Cc1cc([N+](=O)[O-])nn1CC(=O)c1ccccc1	i	i	i	i	i	i	i	-12.8	i	i	i
CC1=C(C(=O)Nc2ccccc2C)C(c2ccc(C)o2)NC(=S)N1 (centres undefined)	i	i	i	i	i	i	i	-4.5	i	i	i
N#CCCN1CCN(C2=NC(=O)/C(=C\c3cccs3)S2)CC1	i	i	i	i	i	i	i	2.0	i	i	i
Cc1ccc(S(=O)(=O)N2CCOCC2)cc1C(=O)O	i	i	i	i	i	i	i	-7.4	i	i	i
CCN(CC)S(=O)(=O)c1ccc(NC(=O)COC(=O)c2cc(S(=O)(=O)Nc3ccc(OC)cc3)ccc2O)cc1	i	i	i	i	i	i	i	-12.4	i	i	i
O=C(Nc1ccc(C(=O)N2CCN(c3ccc(F)cc3)CC2)cc1)C1=CSCCO1	i	i	i	i	i	i	i	-4.9	i	i	i
CCOC(=O)C1(CCOc2ccccc2)CCN(Cc2ccc(COC)o2)CC1	i	i	i	i	32.5*	i	i	-11.0	i	i	i
O=C(c1ccncc1)N1c2ccccc2Sc2ccccc21	i	i	i	i	i	i	i	-2.8	i	i	i
O=C(Nc1cccc(F)c1)Nc1ccnn1C1CCN(C(=O)c2cscn2)CC1	i	i	i	i	i	i	i	-12.1	i	i	i
Cc1cccc(OCc2nc3ccccc3c(=O)n2N)c1	i	i	i	i	i	i	i	1.6	i	i	i
Cc1ccc(S(=O)(=O)Nc2ccsc2C#N)cc1	i	i	i	i	i	i	i	-6.4	i	i	i
CSc1nsc(SCC(=O)N2CCN(c3ccccc3)CC2)n1	i	i	i	i	i	i	i	-7.8	i	i	i
Cc1ccc(CN2C(=O)CCC2C(=O)NCc2ccc3c(c2)OCO3)cc1 (centres undefined)	i	i	i	i	i	i	i	-0.1	i	i	i
CCCn1nc(C(=O)NNC(=O)C2CSC3(C)CCC(=O)N23)c2ccccc2c1=O (centres undefined)	i	i	i	i	i	i	i	-13.1	i	i	i
C=CCNC(=S)N1CCC(C(N)=O)CC1	i	i	i	i	i	i	i	-10.9	i	i	i
CC1CN(Cc2cc(=O)oc3cc(O)ccc23)CC(C)O1 (centres undefined)	i	i	i	i	i	i	i	-6.8	i	i	i
COc1ccc(C2c3c(oc4ccccc4c3=O)C(=O)N2Cc2ccncc2)cc1OC (centres undefined)	.	i	i	i	i	i	i	-15.2	.	i	i
COc1ccc(CC(=O)Nc2ccc(-c3csc(C)n3)cc2)cc1	i	i	i	i	i	i	i	-3.7	i	i	i
O=C(CCS(=O)(=O)c1ccccc1)Nc1ccc(N2CCOCC2)cc1	i	i	i	i	i	i	i	-15.1	i	i	i
O=C1c2ccc(-c3ccc4c(c3)C(=O)N(CCO)C4=O)cc2C(=O)N1CCO	i	i	i	i	i	i	i	-15.2	i	i	i
Cc1ccc(NC(=O)CSc2nc(=O)cc(N)n2-c2ccccc2)cc1	i	i	i	i	i	i	i	-0.5	i	i	i
CC(=O)NS(=O)(=O)c1ccc(NC(=O)NC2CCCCC2)cc1	i	i	i	i	i	i	i	-9.4	i	i	i
O=C(c1cc(C2CC2)on1)N1CCCC(N2CCN(c3ccc(F)cc3)CC2)C1 (centres undefined)	i	i	i	i	i	i	i	-6.6	i	i	i
COCc1ccc(CN2CCC(n3nccc3NC(=O)C(OC)c3ccccc3)CC2)o1 (centres undefined)	i	i	i	i	i	i	i	-10.0	i	i	i
COc1ccc(-n2nc(C(=O)NCC(=O)NCCCN3CCCCCC3)c3ccccc3c2=O)cc1Cl	i	i	i	i	i	i	i	-1.6	i	i	i
Cc1ccc(C(=O)NC(=S)Nc2cccc(NC(=O)c3ccccc3)c2)cc1[N+](=O)[O-]	i	i	i	i	i	i	i	-10.3	i	i	i
COc1cccc2c(=O)n(CC(=O)N3CCN(c4ccccc4)CC3)ccc12	i	i	i	i	i	i	i	-5.0	i	i	i
CCOC(=O)C1=C(CC)Nc2ccccc2N=C1NC(=O)CCNC(C)=O	i	i	i	i	i	i	i	-4.2	i	i	i
C=CCN1C(=O)C(CC(=O)NCC)SC1=Nc1ccc(S(N)(=O)=O)cc1 (centres undefined)	i	i	i	i	i	i	i	-0.3	i	i	i
CC(C)NC(=O)Nc1ccc(Br)cc1Cl	i	i	i	i	i	i	i	-7.7	i	i	i

Bioassay records from PubChem BioAssay.
